K1F lysis inhibition: protection from phage-mediated lysis, alamar blue read-out – E. coli UTI89, K1F phage, bacterial capsule biogenesis inhibitors (AID 488966); E. coli UTI89 K1F phage lysis, alamar blue, 2 h; higher % means a stronger effect; inhibition, % at 100 µM, or IC50 in µM where a hit was titrated; actives 0.02% (n = 340,000);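 active = phage lysis inhibition, versus mean bacterial control, above a set limit; inconclusive = no clear call, values can overlap the other calls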;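 also: capsule biogenesis inhibitors block K1F phage lysis so surviving cells raise fluorescence; higher fluorescence means more inhibition of phage lysis; actives were called in the ten point dose series up to 300 µM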
Myeloid diff 2: compounds promoting myeloid differentiation. actives 1% (n = 360,000). AID 624256. ER-HoxA9 myeloid progenitors, lysozyme-GFP differentiation, flow cytometry. calls only at 10 µM;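 active = normalized GFP-positive differentiation at or above the plate's own cutoff, the solvent-only control mean plus 3 SD; inconclusive = no clear call, values can overlap the other calls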;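 also: cells exposed to compound for four days before flow analysis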
WT yeast gro inh: growth inhibition of WT yeast, mitochondrial fusion screen; mitochondrial fusion phenotypic screen, WT strain; inhibition, % at 10 µM; actives 2.1% (n = 190,000); in the data active = inhibition above about 58%; tested in S. cerevisiae
M1AAP inhibition: malaria alanyl aminopeptidase activity blockers – biochemical, fluorogenic H-Leu-NHMec substrate, 1536-well (AID 1445). recombinant M1AAP, H-Leu-NHMec fluorogenic kinetic assay; higher % means a stronger effect. one-dose inhibition, % at 30 µM; IC50 in µM for titrated hits. actives 0.42% (n = 220,000);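 active = primary inhibition above the hit cutoff, then over 50% inhibition at one or more dose response concentrations, cut at about 23% in these data, passing the limit was not always enough; inconclusive = conflicting primary data, or primary hits not chosen for dose response; inactive = low primary inhibition, or under 50% at every dose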;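 also: plate controls were DMSO full reaction for no effect and no enzyme background for full effect; strong numbers were not always called active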
WT yeast gro inh mutant strain: further read-out of WT yeast gro inh, marked with its call; inhibition, %; mitochondrial fusion phenotypic screen, mutant strain inhibition
Myeloid diff 2 GFP+ MAC1+ %: further read-out of Myeloid diff 2, marked with its call; GFP+ MAC1+ double positive, %; measured here: differentiation confirmed by MAC1 staining
* hit, by the source's call; i = inactive; ? = inconclusive; nt = no result given; [ ] = dose if it differs, or a comment. Some of the compounds tested; the hit share may differ from the screen's.

SMILES | K1F lysis inhibition | Myeloid diff 2 | Myeloid diff 2 GFP+ MAC1+ % | WT yeast gro inh | M1AAP inhibition | others
CC(C)(O)CC[C@@H](O)[C@](C)(O)[C@H]1CC[C@@]2(O)C3=CC(=O)[C@@H]4C[C@@H](O)[C@@H](O)C[C@]4(C)[C@H]3CC[C@]12C | -5.6% | i | 0.9 | nt | nt
Cc1ccccc1C[n+]1cccc2ccccc21 | 3.3% | ? | nt | nt | nt
CC1(c2ccccc2)NC(=O)N(CC(=O)NNC(=O)c2cccc(Cl)c2)C1=O (stereo unspecified) | 0.9%[50 µM] | i | 0.7 | nt | nt
Cc1cnc(C(=O)OCC(=O)Nc2cc(-c3cc(C)c(C)cc3C)nn2-c2ccccc2)cn1 | -0.1%[50 µM] | i | 1.1 | nt | nt
COc1ccc(S(=O)(=O)N2CCC3(CC2)OCCN3S(=O)(=O)c2ccc(C)cc2)cc1OC | -0.5% | i | 0.4 | nt | nt
COc1ccc2c(c1)OC[C@H]1[C@H]2N2C(=O)c3cc(C)ccc3NC(=O)[C@@]2(C)[C@H]1c1ccccc1 | 1.9% | i | 1.6 | nt | nt
C#CCOCCOCCOCCNc1nc(N2CCN(C(=O)Cn3cc(CCCN=C(N)N)nn3)CC2)nc(N2CCN(C(=O)[C@H](CCCCN)n3cc(CCCC)nn3)CC2)n1 | 0.2% | i | 1.8 | nt | nt
CCN1CCN(c2ccc(S(=O)(=O)N3CCCCC3)cc2NC(=O)c2cccc(F)c2)CC1 | 1.1%[50 µM] | i | 1.2 | nt | nt
CCC[C@@H](CN1CCC[C@H]1CN1C(N)=NC[C@H]1CC(C)C)N1C[C@@H]([C@H](C)CC)N(CCc2ccc(Cl)c(Cl)c2)C1=N | 1.7% | i | 0.2 | nt | nt
Nc1ccnc(=O)[nH]1 | -1.6% | i | 2.4 | nt | nt

Pulled by compound from above, three records:
SMILES | K1F lysis inhibition | Myeloid diff 2 | Myeloid diff 2 GFP+ MAC1+ % | WT yeast gro inh | M1AAP inhibition | others
CCC[C@@H](CN1CCC[C@H]1CN1C(N)=NC[C@H]1CC(C)C)N1C[C@@H]([C@H](C)CC)N(CCc2ccc(Cl)c(Cl)c2)C1=N | 1.7% | i | 0.2 | nt | nt
C#CCOCCOCCOCCNc1nc(N2CCN(C(=O)Cn3cc(CCCN=C(N)N)nn3)CC2)nc(N2CCN(C(=O)[C@H](CCCCN)n3cc(CCCC)nn3)CC2)n1 | 0.2% | i | 1.8 | nt | nt
Cc1cnc(C(=O)OCC(=O)Nc2cc(-c3cc(C)c(C)cc3C)nn2-c2ccccc2)cn1 | -0.1%[50 µM] | i | 1.1 | nt | nt

Carrying on.
SMILES | K1F lysis inhibition | Myeloid diff 2 | Myeloid diff 2 GFP+ MAC1+ % | WT yeast gro inh | M1AAP inhibition | others
O=C(COc1coc(CN2CCN(c3ccc(F)cc3)CC2)cc1=O)NCC1CCCO1 (stereo unspecified) | 0.5%[50 µM] | i | 0.3 | nt | nt
O=C1CC(c2ccccc2)=C(c2ccccc2)C1c1ccccc1 (stereo unspecified) | 0.5% | i | 0.5 | nt | nt
CCc1cccc(C)c1N1C(=O)CN(Cc2ccccc2)C1=S | 0.9% | i | 1.0 | nt | nt
COc1ccc(C(CNC(=O)c2oc3ccc(OC)cc3c2C)N2CCCC2)cc1 (stereo unspecified) | 1.4%[50 µM] | i | 0.4 | nt | nt
CN(CC(=O)Nc1ccc(Cl)cc1)C(=O)CNC(=O)c1ccc(Br)o1 | 0.6%[50 µM] | i | 1.7 | nt | nt
O=S(=O)(c1ccc(SCCOc2ccc(F)cc2)nc1)N1CCCC1 | 0.0%[50 µM] | i | 0.6 | nt | nt
Cc1nn(C)c(C)c1NS(=O)(=O)c1ccc(Cl)cc1 | -0.9% | i | 0.1 | nt | nt
COc1ccc(OC)c(NC(=O)C(C#N)=Cc2ccco2)c1 | 1.2% | i | 0.7 | nt | nt
O=C1CC2CC1C(C(=O)O)C2C(=O)O (stereo unspecified) | 2.0% | i | 0.9 | nt | nt
O=C(COC(=O)C1CCN(S(=O)(=O)c2ccccc2)CC1)NCCc1ccccc1 | 0.4%[50 µM] | i | 0.7 | nt | nt

3 compounds already listed, ordered by formula weight, lowest first:
SMILES | K1F lysis inhibition | Myeloid diff 2 | Myeloid diff 2 GFP+ MAC1+ % | WT yeast gro inh | M1AAP inhibition | others
COc1ccc(OC)c(NC(=O)C(C#N)=Cc2ccco2)c1 | 1.2% | i | 0.7 | nt | nt
CCc1cccc(C)c1N1C(=O)CN(Cc2ccccc2)C1=S | 0.9% | i | 1.0 | nt | nt
O=C(COc1coc(CN2CCN(c3ccc(F)cc3)CC2)cc1=O)NCC1CCCO1 (stereo unspecified) | 0.5%[50 µM] | i | 0.3 | nt | nt

Continuation:
SMILES | K1F lysis inhibition | Myeloid diff 2 | Myeloid diff 2 GFP+ MAC1+ % | WT yeast gro inh | M1AAP inhibition | others
COC(=O)[C@@]12CCCCN1[C@H](c1ccc(-c3ccc(Cl)c(Cl)c3)c(OC)c1)[C@@H]1C(=O)N(C)C(=O)[C@@H]12 | 2.3% | i | 1.6 | nt | nt
CCCCOc1ccc(C(=O)NCC(=O)NCc2ccccn2)cc1 | -0.6%[50 µM] | i | 0.6 | nt | nt
Cc1nnc(NC(=O)CSCc2c(C)noc2C)s1 | 0.3%[50 µM] | i | 0.6 | nt | nt
CCOc1ccc(NC(=O)N(C2CCCCC2)C2CCN(C(C)=O)CC2)cc1 | -0.3% | i | 2.7 | 23 | nt | WT yeast gro inh mutant strain=10
O=C(CN1CCOc2ccccc21)N1CCC(Cc2ccccc2)CC1 | 3.6% | i | 0.8 | 12 | nt | WT yeast gro inh mutant strain=5
CCOc1ccc(-n2c(SC(C)C(=O)OC)nc3c(c2=O)SCC3)cc1 (stereo unspecified) | 0.1% | i | 6.7 | 4 | nt | WT yeast gro inh mutant strain=-3
Cn1c(=O)c2c(nc(SCCN3CCOCC3)n2Cc2ccc(Cl)cc2)n(C)c1=O | 1.7% | i | 4.1 | -4 | nt | WT yeast gro inh mutant strain=5
CCOC(=O)C1CCCN(C(=O)Cn2ncc3c(=O)oc4ccc(C)cc4c32)C1 (stereo unspecified) | 0.7% | i | 1.0 | 18 | nt | WT yeast gro inh mutant strain=2
Cc1cccc(C2N(c3ccc(F)cc3)C(=O)C3CCCN32)c1 (stereo unspecified) | 0.2% | i | 1.0 | 5 | nt | WT yeast gro inh mutant strain=7
Cc1ccccc1-c1nc(CN2CCC(C(=O)NC3CCN(Cc4ccccc4)CC3)CC2)c(C)o1 | 1.9% | ? | nt | 12 | nt | WT yeast gro inh mutant strain=0
CC(C)CCOc1cccc(C2c3c(oc4ccccc4c3=O)C(=O)N2CCCN2CCOCC2)c1 (stereo unspecified) | 9.9% | i | 0.9 | -4 | nt | WT yeast gro inh mutant strain=-3
COc1ccccc1CNC(=O)CN1CCN(Cc2ccc(Cl)cc2)C1=O | 0.3% | i | 2.0 | 14 | nt | WT yeast gro inh mutant strain=8
CCCCOc1ccccc1C1NC(=O)NC(C)=C1C(=O)OCCOC (stereo unspecified) | 0.1% | i | 0.8 | 9 | nt | WT yeast gro inh mutant strain=-6
Cc1cc(-c2cc(C(=O)NC3CCCC3)on2)nc(NCC2CC2)n1 | 0.9% | i | 1.9 | nt | 11%
O=C(CCCN1C(=O)/C(=C/c2ccco2)SC1=S)Nc1cccc(C(=O)O)c1 | 1.1% | i | 4.1 | nt | 7%
O=C(O)c1[nH]c2ccc(Cl)cc2c1CCN1C(=O)c2ccccc2C1=O | 0.2% | i | 1.0 | nt | 8%
O=S(=O)(NC1CCCCC1)c1ccc(N2CCOCC2)nc1 | 0.6% | i | 0.8 | nt | 6%
C#CCCOC(=O)N1C2=NC(C(=O)OC)=C(C(=O)OC)[C@@H]3N(Cc4ccccc4)c4ccccc4[C@]23C[C@H]1C(=O)OC | 0.2% | i | 0.5 | nt | 9%
CCCCC1=CC2=CC(=O)C(C)(OC(=O)CC)C(=O)C2=CN1Cc1ccc(OC)cc1 (stereo unspecified) | 0.7% | i | 2.7 | nt | 1%
Cc1cc(C)[n+]2[nH]c(N)c(N=Nc3ccccc3)c2n1 | -0.1% | i | 0.3 | nt | 8%
COc1cc([N+](=O)[O-])cc(/C=N\NC(=O)C2COc3ccccc3O2)c1O (stereo unspecified) | -0.1% | i | 1.1 | nt | ?
C=C(C)C(=O)Nc1cccc(C2=NOC3(C2)C[C@H](C(N)=O)N(C(=O)c2ccccc2C(=O)c2ccccc2)C3)c1 (stereo partly specified) | 1.9% | i | 2.5 | nt | 3%
Cc1sc2c(c1C)C(=O)/C(=C\Nc1ccncc1)S(=O)(=O)N2C | 0.3% | i | 0.7 | nt | 4%
O=C(/C=C/c1ccccc1)Nc1ccc(NC(=O)c2cccs2)cc1 | -1.2% | i | 0.9 | nt | 5%
CCCCCC(=O)Nc1cccc(C2=NOC3(C2)C[C@@H](C(N)=O)N(C(=O)c2cc([N+](=O)[O-])cc([N+](=O)[O-])c2)C3)c1 (stereo partly specified) | 1.3% | i | 3.2 | nt | 5%
CCN(CC)CCCN1C=C2C(=O)C(C)(OC(=O)C3CCCC3)C(=O)C(c3ccccc3)=C2C=C1CCCC(=O)OC (stereo unspecified) | 0.1% | i | 1.5 | nt | 0%
O=C(CN1CCCCC1)Nc1ccccc1Oc1ccccc1 | -0.5% | i | 0.3 | nt | 8%
CC/C=C/C(=O)N1CC2(CC(c3cccc(NC(=O)CCCCC)c3)=NO2)C[C@H]1C(N)=O (stereo partly specified) | 4.1% | i | 1.6 | nt | -2%
CSc1ccc(NC(=O)NCc2ccccc2)cc1 | 0.6% | i | 0.3 | nt | 1%
C=CCNC(=O)c1c(CSc2ccccc2)noc1C(=O)NCc1ccccc1 | -1.0% | i | 3.9 | nt | 12%
CC(C)c1cc(-c2cc(-c3ccccc3)on2)nc(NC2CCCC2)n1 | 2.5% | i | 2.1 | nt | 6%
CC1CCN(Cc2cc(=O)oc3ccc4ccccc4c23)CC1 | 0.0% | i | 0.4 | nt | 0%
COc1ccc(NC(=O)CC(CC(=O)O)c2cc(OC)c(OC)c(OC)c2)cc1 (stereo unspecified) | 0.6% | i | 0.9 | nt | -3%
O=C1/C(=C/c2cccs2)SC(=S)N1c1cccc(O)c1 | 0.0% | i | 0.3 | nt | 2%
CCOC(=O)C1CCN(C(=O)c2sccc2Cl)CC1 | -0.2% | i | 0.8 | nt | 0%
CC(C)C(=O)N1CCC2(CC1)Oc1ccc(Cl)cc1C(=O)C21CC(c2cccnc2)=NO1 (stereo unspecified) | 3.3% | i | 2.4 | nt | 11%
Cc1ccc2c(c1)COc1c3ccc(C(=O)N[C@@H](CO)C(C)C)cc3nn1-2 | 1.5% | i | 2.5 | nt | 5%
CCCCNC(=O)C1CC(c2ccc(C(F)(F)F)cc2)=NO1 (stereo unspecified) | 2.5% | i | 1.8 | nt | 6%
CCCCC1=CC2=CC(=O)C(C)(OC(=O)CCc3ccccc3)C(=O)C2=CO1 (stereo unspecified) | 2.2% | i | 2.5 | nt | 11%
CCCCC#Cc1cncc(C(=O)N/N=C/c2ccccc2)c1 | 0.7% | i | 0.5 | nt | -1%
C/C=C/C=C/C(=O)N1CC2(CC(c3cccc(NC(=O)/C=C/C)c3)=NO2)C[C@@H]1C(N)=O (stereo partly specified) | 2.8% | i | 1.7 | nt | -2%
Cc1cc(-c2cc(-c3ccccc3)on2)nc(NCC2CC2)n1 | 3.9% | i | 2.1 | nt | 4%
CCCCC1=CC2=CC(=O)C(C)(OC(=O)CC)C(=O)C2=CN1Cc1ccc2c(c1)OCO2 (stereo unspecified) | 0.7% | i | 0.4 | nt | 7%
CCCNC(=O)c1onc(CSc2cccc(OC)c2)c1C(=O)NCCC | -2.8% | i | 0.8 | nt | 7%
CC1(OC(=O)C2CCCC2)C(=O)C=C2C=C(c3ccsc3)OC=C2C1=O (stereo unspecified) | -0.3% | i | 1.5 | nt | 12%
O=C(CCCOc1ccc(Cl)cc1Cl)Nc1ccc(O)cc1C(=O)O | -0.2% | i | 0.5 | nt | 2%
COc1ccc(C2Nc3cc(OC)ccc3-n3cccc32)cc1 (stereo unspecified) | -0.2% | i | 0.6 | nt | 6%
COc1c(O)ccc(/C=N/NC(=O)c2ccc3c(c2)OCCO3)c1[N+](=O)[O-] | 0.3% | i | 0.5 | nt | 10%
COc1ccc(NC(=O)c2cn(-c3ccccc3)nc2SC)cc1 | 0.6% | i | 0.2 | nt | 3%
FC(F)(F)c1nc(-c2ccccc2)ncc1-c1nnnn1-c1ccccc1 | 0.6% | i | 0.5 | nt | 8%
Cc1cc(-c2cc(C(=O)NCc3ccccc3)on2)nc(NCC2CC2)n1 | 0.9% | i | 2.0 | nt | 1%
O=c1c2[nH]c3ccc(F)cc3c2ncn1CC1CCCO1 (stereo unspecified) | 0.4%[50 µM] | i | 0.2 | nt | -3%

Screens deposited in PubChem BioAssay by several laboratories.
